POLB inh – inhibitors of human DNA polymerase beta; Pol beta primer extension/strand displacement, fluorescence kinetic; AID 485314; 340,000 compounds, 1.3% hits; Potency, µM (highest dose often 114 µM), inactives show top-dose activity change, negative = inhibition, hits mostly inhibitors; note: potency is the fitted concentration of half-maximal effect; % is set by controls: 0 for no effect and ±100 for the full control effect
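Enzyme-only controls used 10 nM Pol beta; buffer lacking enzyme served as negative control. Compound preincubated 15 min, then 50 nM substrate added; 0 and 10 min reads at room temperature.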
APEX1 inh – blocks human APE1 abasic DNA cleavage; recombinant APE1, TAMRA/BHQ-2 abasic DNA cleavage fluorescence; Potency, µM (doses to about 65.8 µM), for inactives: at the top dose activity change, negative = inhibition, actives largely listed as inhibitors; 350,000 compounds, 0.35% hits;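 note: potency is the fitted concentration of half-maximal effect; plate controls were vehicle for no effect and reference inhibitor for full effect; nearly all actives have a fitted effect of over 55% in size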
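Kinetic fluorescence read (525 ex/598 em nm, three reads 60 s apart) of AP-site incision; signal = third minus first read. Enzyme 0.75 nM, dual-labelled THF duplex 50 nM, compound preincubation 15 min RT.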
Anesthetic bind – binds horse apoferritin like a general anesthetic; apoferritin/1-aminoanthracene competitive binding, fluorescence; Potency, µM (highest dose often 77.5 µM), for inactives: at the highest dose activity change, negative = displacement, usual class: inhibitors; 350,000 compounds, 0.074% hits; AID 485281; note: potency is the fitted concentration of half-maximal effect; % is set by controls: 0 for no effect and ±100 for the full control effect; nearly all actives have a fitted effect of over 20% in size
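Concentration-response curves derived by four-parameter Hill fitting of normalized fluorescence, where compounds displaced 1-AMA from 10 uM horse apoferritin following a brief 10 min room-temperature incubation; propofol titration acted as positive control.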
Pol kappa inh – DNA polymerase kappa (human) inhibition. Q9UBT6. purified Pol kappa, fluorescent DNA synthesis assay, 10 min. Potency, µM (top dose mostly 107 µM), without a hit: top-dose activity, negative = inhibition, hits mostly inhibitors. 400,000 compounds, 0.53% hits. AID 588579; note: potency is the fitted concentration of half-maximal effect; % is set by controls: 0 for no effect and ±100 for the full control effect
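Inhibition of 10 nM Pol kappa is measured by a fluorescent read-out at 0 and 10 min following addition of 50 nM substrate (final), with a 15-min room-temperature compound preincubation.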
BLM helicase inh – inhibitors of human Bloom syndrome helicase BLM; recombinant BLM DNA unwinding, fluorescence dequenching; Potency, µM (series often up to 56.1 µM), for inactives: at the top dose activity change, negative = inhibition, hits mostly inhibitors; 350,000 compounds, 0.2% hits;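 note: potency is the fitted concentration of half-maximal effect; plate controls were vehicle for no effect and no enzyme for full effect; nearly all actives have a fitted effect of over 35% in size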
Target sequence (P54132 whole entry, looked up): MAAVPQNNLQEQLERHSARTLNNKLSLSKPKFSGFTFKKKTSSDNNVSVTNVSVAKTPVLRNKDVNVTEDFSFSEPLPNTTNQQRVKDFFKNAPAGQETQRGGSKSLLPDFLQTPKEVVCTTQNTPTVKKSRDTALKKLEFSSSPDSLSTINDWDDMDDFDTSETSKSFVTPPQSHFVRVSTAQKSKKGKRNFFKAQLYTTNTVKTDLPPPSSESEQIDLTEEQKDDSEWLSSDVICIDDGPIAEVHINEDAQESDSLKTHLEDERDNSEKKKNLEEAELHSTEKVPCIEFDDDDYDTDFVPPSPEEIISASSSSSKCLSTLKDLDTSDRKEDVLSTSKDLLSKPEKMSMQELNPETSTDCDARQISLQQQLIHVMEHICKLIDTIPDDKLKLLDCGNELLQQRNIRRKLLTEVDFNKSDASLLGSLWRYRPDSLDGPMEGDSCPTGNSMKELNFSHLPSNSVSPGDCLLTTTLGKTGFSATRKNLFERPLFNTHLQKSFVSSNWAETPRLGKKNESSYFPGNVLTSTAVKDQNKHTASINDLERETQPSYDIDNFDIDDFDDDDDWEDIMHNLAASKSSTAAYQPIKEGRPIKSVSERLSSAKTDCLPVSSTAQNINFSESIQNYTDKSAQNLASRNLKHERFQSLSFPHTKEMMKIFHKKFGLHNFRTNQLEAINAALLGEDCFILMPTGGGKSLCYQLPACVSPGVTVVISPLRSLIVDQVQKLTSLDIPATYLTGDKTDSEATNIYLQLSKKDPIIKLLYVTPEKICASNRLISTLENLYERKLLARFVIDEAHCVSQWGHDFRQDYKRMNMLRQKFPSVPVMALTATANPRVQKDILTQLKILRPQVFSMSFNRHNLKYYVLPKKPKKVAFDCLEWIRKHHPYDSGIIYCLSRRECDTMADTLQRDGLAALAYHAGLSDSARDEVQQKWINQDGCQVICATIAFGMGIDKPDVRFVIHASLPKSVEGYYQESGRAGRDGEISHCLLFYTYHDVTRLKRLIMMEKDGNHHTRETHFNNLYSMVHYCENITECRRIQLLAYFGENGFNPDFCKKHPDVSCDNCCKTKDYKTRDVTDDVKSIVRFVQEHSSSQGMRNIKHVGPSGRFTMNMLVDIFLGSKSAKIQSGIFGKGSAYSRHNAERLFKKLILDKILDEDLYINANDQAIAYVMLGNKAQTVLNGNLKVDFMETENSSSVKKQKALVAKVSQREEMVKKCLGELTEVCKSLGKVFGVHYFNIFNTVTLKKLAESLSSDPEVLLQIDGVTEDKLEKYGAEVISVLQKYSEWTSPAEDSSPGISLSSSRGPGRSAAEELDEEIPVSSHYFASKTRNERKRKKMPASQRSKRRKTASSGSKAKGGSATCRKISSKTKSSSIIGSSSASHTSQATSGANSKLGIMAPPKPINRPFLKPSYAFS
ERG Ets-DNA blk – ERG Ets/DNA interaction inhibition. P11308. fluorescence polarization, His-ERG Ets domain / labelled DNA. Potency, µM (top dose mostly 76.9 µM), inactives show at the highest dose FP activity, negative = inhibition, usual class: inhibitors. 370,000 compounds, 0.028% hits. AID 624246; active = well fitted inhibition curve with a large enough effect in the polarisation, with a control signal flat; inconclusive = small, poorly fitted or top-dose-only effect, or effect the other way, or a change in a side signal; inactive = no such curve, though single readings can be large or run the other way; the % refers to the polarisation;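 note: polarization taken with two DNA probes labelled with fluorescein and Texas red; potency is the fitted concentration of half-maximal effect; % of control where 0% means no effect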
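His-tagged ERG Ets domain (1 uM in the protein solution; 300mM KCl, 50mM Tris-HCl, 1mM EDTA, 1mM DTT, pH 7.5) received compound, then a probe mix of 5 nM fluorescein-DNA and 100nM Texas-615-DNA. Fluorescence polarization was read for both dyes.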
TRHR ag – activates the human TRH receptor; activation, % at 2 µM; P34981; 360,000 compounds, 0.18% hits; AID 493084; TRHR cells, calcium flux fluo-8, FDSS agonist mode; in the data active = activation above about 30%; note: 0% is about no effect
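TRHR-expressing cells, plated overnight in medium with 10% serum, were loaded with fluo-8 calcium dye at room temperature. After a 10 s baseline, library compound was pin-added and calcium release was recorded kinetically (ex 480/em 530) as agonist response.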
ALOX12 inh – inhibitors of human 12S-lipoxygenase ALOX12; P18054; AID 1671190; purified 12hLO, xylenol orange hydroperoxide absorbance; Potency, µM (series often up to 108 µM), for inactives: at the top dose activity change, negative = inhibition, usual class: inhibitors; 580,000 compounds, 1.1% hits; note: potency is the fitted concentration of half-maximal effect; % is set by controls: 0 for no effect and ±100 for the full control effect
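Hydroperoxide product was detected by ferrous iron/xylenol orange as the 573 to 405 nm absorbance ratio. Arachidonic acid at 40 uM (final) was turned over for 30 min at room temperature by 150 nM human 12hLO, pH 7.0 Hepes buffer, after 15 min compound preincubation.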
POLI inh – inhibitors of human DNA polymerase iota | AID 588590 | Potency, µM (doses to about 115 µM), for the others: at the top dose activity, negative = inhibition, most hits filed as inhibitors | Q9UNA4 | Pol iota fluorescent replication assay, 10 min | 390,000 compounds, 1% hits; note: potency is the fitted concentration of half-maximal effect
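Pol iota at 10 nM preincubated 15 min with compounds at room temperature; reaction started with fluorescent substrate, 50 nM final. Fluorescence read kinetically at 0 and 10 min; buffer-only wells as negative control.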
Starred values were filed as active, the others as inactive; u = inconclusive; x = no result given; & = joins results of further samples; [ ] = another dose, or the depositor's remark. Unless noted, calls come from the whole dose curve; as a rule, active = well fitted curve in the direction sought with a large enough effect; inconclusive = small, poorly fitted or top-dose-only effect, or another doubt; inactive = no such curve, though single readings can be large; an effect the other way counts as inactive or inconclusive. The list is partial (hit frequency here may not be typical).

SMILES	POLB inh	APEX1 inh	Anesthetic bind	Pol kappa inh	BLM helicase inh	ERG Ets-DNA blk	TRHR ag	ALOX12 inh	POLI inh
CCC1(CC)Cc2ccccc2C(CC(=O)N2CCOCC2)=N1	0.2%	3.0%	-9.4%	-19.4%	-1.1%	-7.9%	-1.4	u	9.0%
Cc1ccc(C)c(OCC(=O)Nn2c(C)nc3ccccc3c2=O)c1	34.9%	12.9%	-11.3%	8.8%	-7.2%	-0.4%	0.3	0.0%	4.9%
COCC(=O)NC1CC(C)(C)Cc2c1cnn2-c1ccc(F)cc1 (stereo not given)	39.5%	-8.8%	-3.0%	13.1%	0.5%	6.2%	0.4	12.5%	16.6%
O=C(NCc1ccccc1)c1nc[nH]c1C(=O)N1CCc2ccccc2C1	x	-3.3%	x	-17.1%	x	-1.6%	-0.4	-4.2%	26.1%
CCN1CCN(C(c2ccc(F)cc2)c2nnnn2Cc2cccs2)CC1 (stereo not given)	21.9%	-8.6%	-5.7%	5.5%	-1.5%	4.9%	1.4	0.0%	u
Cc1ccc(NC(=O)CC2SC(=Nc3ccc(O)cc3)NC2=O)cc1 (stereo not given)	-0.2%	1.0%	-17.8%	-12.1%	-2.2%	6.5%	0.0	-22.5%	4.6%
CCN(CC)CCCN1C(=O)C(=O)/C(=C(/O)c2ccc(OC)c(Cl)c2)C1c1ccco1 (stereo not given)	-21.0%	4.0%	-10.7%	x	3.8%	x	-0.2	x	x
COc1ccccc1NS(=O)(=O)c1cccc(C(=O)NCC(c2ccco2)N2CCCC2)c1 (stereo not given)	x	u	x	-4.0%	x	x	0.5	31.3%	3.2%
O=C(NCc1nnc2c(C(F)(F)F)cc(Cl)cn12)c1ccco1	43.0%	4.6%	4.5%	-4.0%	-1.8%	-10.6%	0.0	0.9%	6.1%
COc1cc(C(=O)NC2CCN(Cc3ccccc3)CC2)cc(Cl)c1OC(C)C	18.7%	19.0%	-13.6%	-1.0%	-1.8%	4.0%	0.0	-4.1%	23.7%
CCN(CC)CCNS(=O)(=O)c1ccc(C(=O)NN)cc1	35.0%	-0.3%	-6.4%	-11.8%	5.1%	13.9%	-1.7	491.8%[activator]	-17.3%
COc1cccc(C(=O)Nc2ccccc2OCc2cc(=O)n3ccccc3n2)c1	-3.6%	x	-4.4%	1.8%[60.1 µM]	-6.7%	5.3%	-0.1	-17.8%	26.5%
COc1ccc(CCNC(=O)Cn2c(=O)nc(-c3ccccc3)c3ccccc32)cc1OC	0.9%	x	33.1%[activator]	-13.8%[60.1 µM]	1.0%	0.7%	-1.2	-24.9%	24.6%
CCN1CCc2c(OCC(=O)Nc3ccccc3)cccc2C1=O	-17.3%	30.1%	-11.5%	-6.4%	-0.1%	1.2%	-0.9	415.5%[activator]	22.4%
CCN(C(=O)CCc1nc(-c2ccccc2F)no1)c1cc(OC)ccc1OC	3.1%	2.0%	-12.7%	-8.9%	-2.8%	-6.5%	-1.4	131.7%[activator]	12.7%
Cn1cc(/C=C2\SC(=O)NC2=S)c2ccccc21	0.9%	2.2%	-15.6%	-12.0%	-16.2%	37.4%[activator]	0.4	-10.3%	23.2%
CCOC(=O)CNC(=O)CSc1nc(-c2ccccc2)ns1	24.8%	7.1%	-3.3%	11.0%	1.2%	-6.2%	0.6	-28.3%	24.7%
CC(C)NC(=O)CCNS(=O)(=O)c1ccc(Br)cc1	39.6%	-3.5%	-9.5%	-2.4%	-0.7%	0.2%	0.0	1.9%	4.5%
Cc1ccc(NC(=O)COC(=O)CCCC2=NS(=O)(=O)c3ccccc3N2)cc1C	38.1%	32.0%	-4.9%	1.7%	-0.8%	-16.0%	-0.4	-13.6%	20.2%
CNC(=O)c1ccc2nc(CCc3ccccc3)oc2c1	-27.0%	x	-1.4%	-1.6%[60.1 µM]	-0.5%	5.5%	-0.2	-0.6%	-12.2%
CCOC(=O)N1CCN(c2ccc(C(=O)CC)cc2F)CC1	-2.3%	1.3%	-14.6%	-12.0%	-1.6%	1.9%	-0.7	17.8%	u
COCC(C)NC(=S)Nc1ccccc1[N+](=O)[O-] (stereo not given)	-5.6%	-0.3%	-4.4%	-3.3%	-2.5%	1.6%	-0.1	-11.4%	74.8%[activator]
CCOC(=O)N1CCN(C(=O)Nc2ccc3nc(C)sc3c2)CC1	6.7%	1.5%	-9.3%	-6.2%	-2.3%	7.5%	-0.2	0.0%	0.0%
CNC(=O)CSCc1c(F)cccc1Cl	-0.7%	2.0%	-12.1%	1.8%	1.0%	4.3%	0.3	-10.2%	3.7%
C[C@@](N)(C(=O)O)c1ccc(C(=O)O)cc1	x	19.9%&-7.0%&0.0%	-7.9%	2.9%&-7.5%&-11.1%[19.4 µM]	3.9%&1.9%	x	x	u	x
Later entries:
SMILES	POLB inh	APEX1 inh	Anesthetic bind	Pol kappa inh	BLM helicase inh	ERG Ets-DNA blk	TRHR ag	ALOX12 inh	POLI inh
Cc1ccc(S(=O)(=O)Nc2c(O)c3ccccc3oc2=O)cc1C	16.1%	13.7%	2.8%	-3.5%	2.3%	16.9%	1.0	u	23.4%
COc1cccc(NC(=O)CN(C)C(=O)CCNC(=O)c2ccc(Br)cc2)c1	x	12.3%	x	-9.1%	x	2.2%	0.0	-52.1%	26.1%
CCOc1ccccc1C(=O)N[C@H](C(=O)Nc1cc(S(=O)(=O)N(C)C)ccc1OC)C(C)C	27.2%	-5.1%	-17.7%	-13.2%	-1.5%	2.5%	-1.2	11.3%	45.6%[activator]
Cc1ccc(S(=O)(=O)Nc2ccccc2C(=O)N2CCCCCC2)cc1	76.0%	-8.3%	-7.1%	-5.2%	0.7%	15.9%	-1.0	0.0%	45.1%[activator]
Cc1csc(NC(=O)CCCC(=O)O)c1-c1nc2ccccc2s1	-0.5%	-1.1%	-2.6%	-21.7%	0.4%	-19.9%	0.3	-23.0%	23.5%
Cc1cccc(OCc2nnc(SCC(=O)N3CCCC3)o2)c1	19.4%	58.7%[activator]	u	-4.3%	-1.3%	0.4%	-0.3	-8.4%	11.4%
CCc1c(O)nc(SCC(=O)Nc2nc3ccccc3s2)n(C2CCCCC2)c1=O	-0.2%	-8.7%	-15.5%	-19.5%	-3.3%	-13.5%	0.1	u	-4.1%
COc1ccc(NC(=O)COC(=O)c2ccccc2SCC(=O)N2CCCC2)cc1	x	23.9%	x	3.2%	x	5.2%	-0.1	u	26.3%
N#CC1(NC(=O)COc2cccnc2[N+](=O)[O-])CCCCC1	x	27.4%	x	-9.1%	x	x	0.8	0.9%	0.1%
CC(C)CCN(Cc1ccco1)S(=O)(=O)c1ccc(-c2ccc(=O)[nH]n2)s1	-7.9%	-7.1%	u	-4.9%	-5.5%	-5.8%	-1.4	-13.1%	-14.8%
CCN1CCN(Cc2nnc(-c3ccc(C)cc3)o2)CC1	52.5%	-5.1%	-12.4%	-3.4%[60.1 µM]	1.3%	-8.2%	0.2	11.8%	-19.5%
Cc1ccc(CCNC(=O)c2ccc3c(c2)N(Cc2cccc(Cl)c2)C(=O)c2ccccc2S3(=O)=O)cc1	-1.8%	x	-11.7%	-10.0%[60.1 µM]	-7.0%	1.7%	0.8	-13.0%	22.8%
CCOc1ccc(NC(=O)CN(C)C(=O)c2ccc3c(c2)S(=O)(=O)N=C2CCCCCN23)cc1OCC	x	x	x	-13.7%	x	-3.9%	x	9.9%	14.1%
O=C(NC(=O)c1ccccc1O)c1ccc2c(c1)CCO2	0.7%	u	-4.9%	-5.9%	0.7%	-10.8%	-0.4	107.4%[activator]	5.5%
CCOC(=O)C1CCCN(S(=O)(=O)NC[C@H]2O[C@@H](n3cnc4c(N)ncnc43)[C@H](O)[C@@H]2O)C1 (stereo not given in full)	x	17.1%	x	17.3%	x	4.8%	x	-3.7%	25.0%
CC(n1cnnn1)C12CC3CC(CC(C3)C1)C2 (stereo not given)	-0.6%	-0.9%	-12.8%	-8.1%	-6.1%	-4.8%	0.0	16.5%	4.8%
O=C(c1cc(Cl)nc2ccccc12)N1CCN(S(=O)(=O)c2cccc(F)c2)CC1	x	-2.6%	x	-2.2%	x	15.0%	-0.3	11.0%	18.6%
Cc1ccc(C(=O)N2N=C(CC(C)C)CC2(O)C(F)(F)F)o1 (stereo not given)	-28.1%	0.8%	-10.4%	-3.4%	1.0%	7.4%	-0.1	17.9%	29.7%
Cc1cccc(/N=C/c2c(O)c3ccccc3oc2=O)n1	-16.4%	u	-17.0%	-22.8%	-2.5%	-2.1%	-0.2	166.8%[activator]	-5.3%
C=CC[C@H](CC(=O)NCCO)C(=O)N[C@H](COC(=O)[C@@H](CC=C)Cc1ccc(F)cc1)Cc1ccccc1	x	8.7%	x	-15.9%	x	1.2%	x	-15.3%	-8.0%
Cc1c(O)ccc(C(=O)CN2CCN(Cc3ccccc3)CC2)c1O	29.6%	-8.9%	-11.4%	9.0%	0.5%	8.0%	0.8	-25.9%	17.4%
c1ccc(COc2ccc(OCCn3cncn3)cc2)cc1	-17.3%	-4.4%	-9.0%	-0.8%	-1.2%	0.1%	-0.3	21.5%	-12.1%
CCCc1nn(C)c2c(=O)[nH]c(-c3cc(S(=O)(=O)N4CCN(C)CC4)ccc3OCC)nc12	0.2%	-5.6%&5.0%&6.7%	-10.7%&-3.7%&-2.6%	-0.7%	-0.5%&-12.0%&-9.0%	-1.1%	-1.2	-25.0%	-21.2%
Cc1c(C(=O)N2CC(C(=O)N3CCCCC3)Oc3ccccc32)oc2ccccc12 (stereo not given)	x	5.8%	x	-6.9%	x	7.1%	-0.8	-27.7%	19.1%
O=C1C2CCCN2C(=O)N1CCN1CCN(c2cccc(C(F)(F)F)c2)CC1 (stereo not given)	x	x	x	-19.4%	x	1.6%	x	0.0%	11.6%

Screening data deposited in PubChem by National Center for Advancing Translational Sciences (NCATS).
